# Screening data (PubChem BioAssay)
# SW480 rereplic: DNA re-replication induction in SW480 cells; SW480 DNA re-replication, Hoechst DNA content imaging, 48 h; Potency, µM (top dose mostly 46.1 µM), without a hit: at the top dose re-replication activation, hits mostly activators; 1.8% of 340,000 active; AID 624297; note: potency is the fitted concentration of half-maximal effect; % of control where 0% means no effect; nearly all actives have a fitted effect of over 55% in size
#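 250 cells/well; 23 nL cpd via pin tool; 48 hr, 37 C, 5% CO2; Hoechst 40 min; imager read of total nuclear intensity, ex 405/em 500-530 nm.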
# KB-3-1 cytotox: kills parental KB-3-1 adenocarcinoma cells | KB-3-1 viability, CellTiter-Glo ATP luminescence, 72 h | Potency, µM (top dose mostly 46.1 µM), without a hit: at the highest dose activity change, negative = cytotoxic, actives largely listed as cytotoxic | 1.4% of 400,000 active | AID 1347075; note: potency is the fitted concentration of half-maximal effect; % is set by controls: 0 for no effect and ±100 for the full control effect; nearly all actives have a fitted effect of over 60% in size
#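 Viability of parental KB-3-1 cells, measured by CellTiter-Glo luminescence, followed a 72 h incubation at 37 °C with pinned compounds in phenol-red-free DMEM containing 10% FBS.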
# HT1080-NT tox: kills 2HG-producing HT-1080-NT fibrosarcoma cells | HT-1080-NT fibrosarcoma viability, CellTiter-Glo ATP luminescence, 48 h | Potency, µM (top dose mostly 46.1 µM), inactives show at the top dose activity, negative = less viability, actives largely listed as cytotoxic | 1.6% of 360,000 active;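 note: NT is the 2HG producing partner of a matched IDH1 knockdown line; potency is the fitted concentration of half-maximal effect; 0% = DMSO-treated cells and -100% = media-only wells without cells; nearly all actives have a fitted effect of over 55% in size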
#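 Fibrosarcoma NT cells, 750 per well in 5% FBS RPMI, were exposed to compound for 48 hours. Viability: CellTiter-Glo luminescence.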
# HT1080 IDH1KD tx: toxicity to HT-1080 IDH1 knockdown cells (counter line). HT-1080 IDH1 knockdown viability, ATP luminescence, 48 h. Potency, µM (series often up to 46.1 µM), for the others: at the highest dose activity, negative = toxicity, actives largely listed as cytotoxic. 2% of 360,000 active. AID 686971;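 note: potency is the fitted concentration of half-maximal effect; 0% = DMSO wells and -100% = cell-free medium wells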
#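 Using the IDH1-knockdown HT-1080 line run in the same batch and compound series as the NT line, viability after 48 h at 37 °C was determined by CellTiter-Glo luminescence and expressed as % activity.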
# ATXN2 expr inh: ATXN2 expression inhibition; 0.72% of 360,000 active; Potency, µM (doses to about 57 µM), inactives show at the highest dose activity change, negative = inhibition, hits mostly inhibitors; HEK-293 ATXN2-luciferase reporter, luminescence, 24 h; AID 1745845; note: potency is the fitted concentration of half-maximal effect; % is set by controls: 0 for no effect and ±100 for the full control effect; nearly all actives have a fitted effect of over 55% in size
#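 qHTS (up to 57 uM final) was run with 24 h compound exposure of reporter cells at 37 °C. Each well was multiplexed: SteadyGlo luminescence measured ATXN2-luciferase expression after a fluorogenic Gly-Phe-AFC viability readout (25 uM final).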
# MCF10A rerep: induces DNA re-replication in MCF 10a normal breast cells. MCF 10A DNA re-replication, Hoechst nuclear intensity, 48 h. Potency, µM (highest dose often 46.1 µM), for inactives: at the top dose activity, positive = re-replication, most hits filed as activators. 2.9% of 350,000 active; note: potency is the fitted concentration of half-maximal effect; % of control where 0% means no effect; nearly all actives have a fitted effect of over 50% in size
# KB-V1 MDR tox: kills drug-selected multidrug resistant KB-V1 cells; KB-V1 MDR cells viability, CellTiter-Glo, 72 h; 3.4% of 400,000 active; Potency, µM (highest dose often 46.1 µM), for the others: at the top dose activity change, negative = cytotoxicity, most hits filed as cytotoxic; note: potency is the fitted concentration of half-maximal effect; % is set by controls: 0 for no effect and ±100 for the full control effect; nearly all actives have a fitted effect of over 60% in size
#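 Luminescent ATP read-out (CellTiter-Glo, 10 min) measures survival of drug-selected KB-V1 MDR cells after 72 h, 37 degrees C compound exposure. Medium: phenol-red-free DMEM, 10% FBS. Values from fitted concentration-response curves.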
# IL-1B inflam inh: inflammasome signaling inhibition, IL-1 beta readout | THP-1 LPS/ATP IL-1B secretion, AlphaLISA, 16 h; hits give low values | AID 743279 | activity change, % at 57.5 µM | 4.7% of 360,000 active; in the data active = activity change below about -50%; inconclusive = mostly about -30% to -49%; note: % is set by controls: 0 for no effect and ±100 for the full control effect
#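 Secreted IL-1B measured by AlphaLISA bead assay after 16 h compound exposure of THP-1 cells; compounds (final up to 57.5 uM) added 1 h before LPS (250 ng/mL) and ATP (1.25 mM) stimulation; lower signal means less secretion.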
# ATXN viability: cell viability loss in ATXN counter-screen. S2 cells (HEK-293 line with an ATXN2-luciferase reporter) viability, CellTiter-Fluor protease fluorescence, 24 h. AID 651635. Potency, µM (highest dose often 56.7 µM), hits mostly cytotoxic. 0.49% of 400,000 active; note: potency is the fitted concentration of half-maximal effect; nearly all actives have a fitted effect of over 40% in size
# * hit, by the source's call; i = inactive; ? = inconclusive; / = not tested or not shown; [ ] = remark or other dose. Unless noted, calls come from the whole dose curve; as a rule, active = well fitted curve in the direction sought with a large enough effect; inconclusive = small, poorly fitted or top-dose-only effect, or another doubt; inactive = no such curve, though single readings can be large; an effect the other way counts as inactive or inconclusive.
canonical_smiles	SW480 rereplic	KB-3-1 cytotox	ATXN2 expr inh	ATXN viability	KB-V1 MDR tox	HT1080-NT tox	HT1080 IDH1KD tx	IL-1B inflam inh	MCF10A rerep
O=C(CSc1nnc2c(n1)[nH]c1ccccc12)NC1CCCCC1	-6%	-19%	-27%	i	-29%	5%	-2%	-8	4%
COc1ccc(C2CC(=O)Oc3cc(C)c(Cl)cc32)cc1 (stereo not given)	-4%	2%	13%	i	3%	6%	6%	0	2%
CCC(Sc1nnc2c(n1)[nH]c1ccccc12)C(=O)Nc1ccccc1OC (stereo not given)	/	0%	58%[activator]	i	?	/	/	/	/
COc1ccccc1CNCC(=O)Nc1ccc(C#N)cc1	-7%	16%	1%	i	-3%	-5%	-18%	3	3%
CN/N=C/c1ccc(C#N)cc1	-7%	7%	-29%	?	-5%	-1%	1%	-12	-2%
O=C(Nc1ccccc1)OCCCCOC(=O)Nc1ccccc1	-3%	-9%	-4%	i	0%	0%	1%	-1	3%
CCOC(=O)C1=C(C)NC(C)=C(C(=O)OCC)C1c1ccc(OC)cc1	2%	-28%	-5%	i	-7%	-16%	-28%	15	4%
CN(C)C(CNC(=O)c1ccc(S(=O)(=O)N(C)C)cc1)Cc1ccccc1 (stereo not given)	-2%	7%	-18%	i	-19%	-5%	-11%	15	0%
O=C(Nc1ccccc1C(=O)NCCN1CCOCC1)c1ccc(Cl)cc1Cl	-2%	-2%	/	i	6%	1%	1%	1	23%
COC(=O)c1ccc(COC(=O)C23CC4CC(CC(O)(C4)C2)C3)o1	-3%	10%	18%	i	27%	-4%	12%	20	155%[0.0737 µM]
Cc1ccc(NC(=O)COC(=O)Cc2ccsc2)c(C)c1	-2%	-3%	-5%	i	10%	0%	-2%	8	1%
CC(=O)c1ccc(NC(=O)C(C)OC(=O)C2CCN(c3ccc(C(F)(F)F)cn3)CC2)cc1 (stereo not given)	1%	4%	3%	i	?	-4%	0%	10	1%

# Complete entries from above. Order of values: SW480 rereplic	KB-3-1 cytotox	ATXN2 expr inh	ATXN viability	KB-V1 MDR tox	HT1080-NT tox	HT1080 IDH1KD tx	IL-1B inflam inh	MCF10A rerep
# COc1ccc(C2CC(=O)Oc3cc(C)c(Cl)cc32)cc1 (stereo not given) is listed as -4%	2%	13%	i	3%	6%	6%	0	2%
# CCC(Sc1nnc2c(n1)[nH]c1ccccc12)C(=O)Nc1ccccc1OC (stereo not given) is listed as /	0%	58%[activator]	i	?	/	/	/	/

# (listing goes on)
canonical_smiles	SW480 rereplic	KB-3-1 cytotox	ATXN2 expr inh	ATXN viability	KB-V1 MDR tox	HT1080-NT tox	HT1080 IDH1KD tx	IL-1B inflam inh	MCF10A rerep
CN1C(=O)c2ccccc2C(O)c2ccccc21 (stereo not given)	-8%	3%	-8%	i	2%	13%	12%	-16	0%
CCN(CC)c1c([N+](=O)[O-])c(=O)sc2ccccc12	-3%	0%	/	?	0%	2%	2%	17	-4%
CCOCCCNC(=O)CN1CCN(Cc2ccccc2C)C1=O	-4%	6%	6%	i	2%	3%	3%	6	6%
CC1CN(C(=O)CCC(=O)NC2CCN(Cc3ccccc3)CC2)c2ccccc2O1 (stereo not given)	-1%	-25%	-30%	i	-21%	0%	0%	-4	15%
CC/C(C)=N/Nc1nc2sc3c(c2c(=O)[nH]1)CC(C)(C)OC3	?	2%	-13%	i	0%	-4%	1%	-1	?
CC(C)Oc1cccc(C(=O)NC(=S)NCc2cccnc2)c1	1%	-23%	3%	i	-16%	-9%	-11%	9	0%
O=C(Cc1c(Sc2ccccc2)c2ccccc2n1Cc1ccccc1)NCCO	11%	0%	?	?	6%	-17%	-21%	?	21µM*
Cc1ccc(-n2c(=O)[nH]c3sc4c(c3c2=O)CCCC4)cc1	/	-1%	2%	i	1%	/	/	/	/
Cc1cc(C)nc(SCc2nnc(SCC(=O)Nc3ncc(C)s3)n2Cc2ccco2)n1	?	-1%	0%	i	-30%	-2%	-2%	-8	12%
C[C@H](CO)N1C[C@H](C)[C@@H](CN(C)C(=O)Nc2ccccc2)Oc2c(cccc2N(C)C)C1=O	4%	0%	6%	i	0%	2%	1%	3	14%
S=C(NCCc1ccccn1)NC1CC2CCC1C2 (stereo not given)	10%[9.22 µM]	-2%	-15%	i	12%	10%	6%	-10	14%
CC1CCc2c(sc3nnn(Cc4ccccc4)c(=O)c23)C1 (stereo not given)	/	-2%	14%	i	0%	/	/	/	/
O=C(CSc1ccc2c(c1)OCCO2)Nc1cccnc1Cl	-3%	5%	/	i	6%	-11%	-5%	-10	-6%
O=C1OCCC1Sc1nnc(-c2ccc(Cl)cc2)n1Cc1ccccc1 (stereo not given)	-2%	-3%	4%	i	28%	-21%	-1%	20	17%
O=S1(=O)CC(N2CCN(Cc3ccccc3F)CC2)CN1Cc1cn(Cc2cccc(C(F)(F)F)c2)nn1 (stereo not given)	/	?	-32%	?	6%	-2%	-13%	-7	/
Cc1cc([N+](=O)[O-])ccc1NC(=O)c1ccco1	-1%	1%	-16%[11.3 µM]	i	0%	4%	15%	-13	2%
Cc1cc(NC(=O)CCS(=O)(=O)c2cc(Br)cc3c2N(C(=O)C2CC2)CC3)ccc1Br	/	16%	8%	i	?	/	/	/	/
O=C(NCc1cccnc1)c1cnc2ccccc2n1	-19%	5%	-11%	i	-13%	-1%	0%	/	20%
O=C(NC1CC1)c1cc2cc(Br)ccc2s1	0%	-8%	4%	i	0%	23%	4%	-1	7%
CC1CCCN(S(=O)(=O)c2ccc3oc(=O)ccc3c2)C1 (stereo not given)	?	-3%	-8%	i	-5%	-4%	1%	13	1%
O=C1NC[C@H](CCCCN2CCN(CCC3CCCCC3)C(=O)C2=O)N(CC2CCCCC2)C1=O	/	29%	-1%	i	?	3%	-5%	-7	/
CN(C)CCC1CCN(c2cc(C#N)c(C#N)cc2[N+](=O)[O-])CC1	1%	0%	-10%	i	3%	1%	7%	-13	?
CC(C)CNS(=O)(=O)c1ccc(CCC(=O)NC2CCCC2)cc1	-61%[inhibitor]	-9%	-22%	i	-1%	0%	-1%	0	1µM*
COc1cc(OC)cc(C(=O)NCCCCNC(=O)c2cc(OC)cc(OC)c2)c1	-21%	0%	5%	/	?	0%	1%	/	-21%
CCC(C)(C(=O)NC1CCCC1)N(C(=O)CC1NC(=O)NC1=O)c1c(C)n(C)n(-c2ccccc2)c1=O (stereo not given)	-6%	16%	-11%	i	-3%	16%	30%	-5	7%
COc1ccc(CCNC(=O)CS(=O)Cc2nc(-c3ccc(C)cc3)oc2C)c(OC)c1 (stereo not given)	/	3%	-24%	i	-6%	/	/	/	/
O=C(NCC(c1ccco1)N1CCCCC1)c1ccc(COc2ccccc2)cc1 (stereo not given)	1%	?	-3%	i	?	-1%	-10%	-72*	?
COc1cccc(OCCNS(=O)(=O)c2ccccc2[N+](=O)[O-])c1	-26%	-7%	9%	i	-10%	2%	0%	-2	-2%
CCOC(=O)C1C(=O)C(=O)N(Cc2ccccc2)C1C(=O)OCC (stereo not given)	-14%	3%	0%	i	11%	9%	2%	8	-26%
CC(C)OCCCn1c(=O)c2ccccc2n2c(CCC(=O)NCc3ccccn3)nnc12	-10%	3%	/	i	-1%	6%	4%	-3	0%
CN(C)c1ccc(C(=O)N2CCCC(N3CCN(Cc4ccc5c(c4)OCO5)CC3)C2)cc1 (stereo not given)	2%	2%	-11%	i	-5%	-6%	0%	0	0%
Cc1ccc(S(=O)(=O)Nc2nnc(C3CCCCC3)s2)cc1	-13%	2%	18%	?	5%	16%	4%	10	-28%
Cc1cc(C)n(-c2ccc([N+](=O)[O-])cc2)n1	10%	-3%	-4%	i	-27%	6%	4%	-19	-4%
C=CCOC(=O)C1=C[C@H](c2ccc3c(c2)OCO3)C[C@H](OCCCCO)O1	-14%	0%	16%	i	1%	0%	2%	16	-4%
N#Cc1nc(-c2ccc(F)cc2)oc1N1CCC(C(N)=O)CC1	1%	-3%	/	i	-10%	10%	-3%	-18	13%
CCOC(=O)c1c(NC(=O)Cc2ccccc2)sc2c1CCN(CC)C2	1%	-4%	-13%	i	13%	5%	-21%	?	29%
Nn1c(SCC(=O)Nc2ccc3c(c2)OCCO3)nncc1=O	-8%	7%	18%	i	29%	-4%	2%	?	0%
CCOC(=O)N1CCN(C(=O)COC(=O)CSc2ccc([N+](=O)[O-])cc2)CC1	-2%	-11%	-8%	i	7%	3%	28%	7	-2%
COc1ccc(CCNC(=O)Cn2nnc(-c3ccc(N(C)C)cc3)n2)cc1OC	-1%	-1%	14%	i	-16%	1%	1%	-23	12%
Cc1ccc(-c2cn3cccc(C)c3n2)cc1NS(=O)(=O)c1ccccc1	/	3%	0%	?	1%	/	/	/	/
O=C(CN1CCN(S(=O)(=O)c2ccc(Cl)s2)CC1)N1CCOCC1	-2%	6%	8%	i	24%	-1%	0%	5	0%
CNC(=S)N(CCc1c(C)[nH]c2ccc(C)cc12)Cc1cccnc1	-10%	-7%	-5%	i	-2%	5%	-4%	-9	2%
CCOC(=O)C1=C(CS(=O)(=O)c2cccc(C(F)(F)F)c2)NC(=O)NC1c1cccc(OC)c1 (stereo not given)	/	0%	-20%	i	0%	/	/	/	/
C#CCN1C(=O)C(O)(c2c(C)[nH]c3ccccc23)c2ccccc21 (stereo not given)	-1%	?	-11%	i	?	-3%	-1%	42	5%
CCN(CC)CCCNC(=S)N1CCN(c2nc(-c3ccc(F)cc3)cs2)CC1	?	0%	?	?	?	21µM*	8.2µM*	-58*	?
CC(C)C1C(=O)N(Cc2cn(CCC3OCCO3)nn2)CCS(=O)(=O)N1Cc1ccc(-c2ccc(F)cc2Cl)cc1 (stereo not given)	/	-1%	?	?	0%	?	?	-25	/

# Hits appear at their usual frequency. Share with any hit: about 11%.
